CHT allo act – human CHT allosteric activation; CHT-expressing cells, membrane potential dye, choline EC20; hits give high values; LV-AA mutant CHT in HEK293 cells; B-score at 10 µM; hit rate 0.49% among 310,000;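 active = initial fluorescence not abnormally high and integrated response B-score, plate-corrected, over 3 SD above library mean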
Target sequence (Q9GZV3 whole entry, looked up): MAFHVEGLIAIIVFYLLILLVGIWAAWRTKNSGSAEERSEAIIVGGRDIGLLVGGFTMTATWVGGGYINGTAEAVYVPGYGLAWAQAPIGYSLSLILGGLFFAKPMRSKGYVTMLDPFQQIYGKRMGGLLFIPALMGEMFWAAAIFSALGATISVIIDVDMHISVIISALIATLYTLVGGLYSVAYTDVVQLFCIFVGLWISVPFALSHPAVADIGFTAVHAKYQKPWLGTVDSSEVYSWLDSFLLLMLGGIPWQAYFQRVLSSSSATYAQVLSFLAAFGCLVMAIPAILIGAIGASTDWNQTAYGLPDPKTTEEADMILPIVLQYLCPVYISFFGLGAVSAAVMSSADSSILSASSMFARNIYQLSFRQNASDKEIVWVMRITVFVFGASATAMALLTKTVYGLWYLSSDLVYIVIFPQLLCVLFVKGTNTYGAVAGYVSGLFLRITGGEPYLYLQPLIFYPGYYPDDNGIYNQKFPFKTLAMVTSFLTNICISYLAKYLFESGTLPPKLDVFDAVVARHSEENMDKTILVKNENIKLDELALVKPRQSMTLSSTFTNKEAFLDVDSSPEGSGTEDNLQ
OX1R antagonist – antagonists of human orexin 1 receptor | CHO/OX1R cells, Fluo-8 calcium fluorescence, orexin A | O43613 | AID 434989 | hit rate 0.43% among 330,000 | inhibition, % at 5 µM;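 active = inhibition above its plate's threshold, mean inhibition of all tested compounds on the plate plus 3 SD, cut at about 37% in these data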;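 also: 0% = orexin A challenge wells and 100% = SB-334867-A antagonist wells; not every result past the cut was called active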
Target sequence (O43613 whole entry, looked up): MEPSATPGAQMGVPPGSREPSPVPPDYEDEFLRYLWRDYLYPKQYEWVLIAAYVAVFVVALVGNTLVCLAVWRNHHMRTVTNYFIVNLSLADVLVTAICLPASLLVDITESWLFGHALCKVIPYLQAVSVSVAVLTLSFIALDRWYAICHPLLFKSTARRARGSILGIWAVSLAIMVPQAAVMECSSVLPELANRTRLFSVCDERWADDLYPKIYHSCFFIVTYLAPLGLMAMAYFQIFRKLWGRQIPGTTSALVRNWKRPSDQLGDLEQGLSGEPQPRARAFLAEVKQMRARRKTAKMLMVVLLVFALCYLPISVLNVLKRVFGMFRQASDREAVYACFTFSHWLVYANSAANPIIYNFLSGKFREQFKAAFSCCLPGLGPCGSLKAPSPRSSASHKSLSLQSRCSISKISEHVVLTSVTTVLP
Active calls of the source: *; i = inactive; · = not tested or not shown.

1) CCCN(C(=O)C1=COCCO1)c1c(N)n(Cc2ccccc2)c(=O)[nH]c1=O
2) COCCCNS(=O)(=O)c1ccc(OC)c(Cl)c1Cl
3) COCCN=C1N[C@@H](c2ccc(Br)cc2)C(C(=O)OC)=C(C)N1Cc1ccccc1
4) COc1ccc(/C=C(/NC(=O)c2ccccc2)C(=O)N2CCC(C)CC2)cc1
5) CCC/C=C(\CCC)C(NS(=O)(=O)c1ccc(C(F)(F)F)cc1)c1ccccc1 (configuration not stated)
6) Cc1cc(C)cc(NC(=O)c2ccc(NC3=NC4CS(=O)(=O)CC4S3)cc2)c1 (configuration not stated)
7) CC(Cc1cccs1)NC(=O)Nc1ccc(Cl)cc1 (configuration not stated)
8) COc1cc(C)c2occ(/C(C)=N\O)c2c1
9) CC1CCN(C(=O)c2ccc(NC(=O)c3cccs3)cc2)CC1
10) NC(=S)c1c(Cl)cc(C(F)(F)F)cc1Cl
entry no.,1,2,3,4,5,6,7,8,9,10
CHT allo act,i,i,i,i,i,i,i,i,i,i
OX1R antagonist,1,-2,-13,-16,-23,-11,0,0,-9,-8

11) Cc1cc([N+](=O)[O-])ccc1NCc1ccc2ccccc2c1
12) COc1cc(/C=N/NC(N)=S)ccc1OCC(=O)Nc1ccc(C)cc1
13) CC(C)c1ccc(NC(=O)C2C3C=CC4(CN(Cc5cccnc5)C(=O)C24)O3)cc1 (configuration not stated)
14) CN1CCN(C(=O)c2cc(=O)c3cc(Cl)cc(Cl)c3o2)CC1
15) Clc1ccc(-c2nnc(C34CC5CC(CC(C5)C3)C4)o2)cn1
16) CC[N+](C)(C)c1cccc(O)c1
17) CCNC(=O)CCn1nc(-c2ccc(Cl)cc2)c2ccccc2c1=O
18) C=CCn1c(C#N)c(N)sc1=N
19) CC(=O)c1sc(NC(=O)CCN2C(=O)c3ccccc3C2=O)nc1C
20) CCOc1ccc(C2C(C(=O)O)CCC(=O)N2C2CCCCC2)cc1 (configuration not stated)
entry no.,11,12,13,14,15,16,17,18,19,20
CHT allo act,i,i,i,i,i,i,i,i,i,i
OX1R antagonist,23,-2,-11,-17,-7,-13,-8,-8,-21,-8

14 structures out of the list, ordered by formula weight, ascending:
18) C=CCn1c(C#N)c(N)sc1=N
8) COc1cc(C)c2occ(/C(C)=N\O)c2c1
10) NC(=S)c1c(Cl)cc(C(F)(F)F)cc1Cl
11) Cc1cc([N+](=O)[O-])ccc1NCc1ccc2ccccc2c1
7) CC(Cc1cccs1)NC(=O)Nc1ccc(Cl)cc1 (configuration not stated)
15) Clc1ccc(-c2nnc(C34CC5CC(CC(C5)C3)C4)o2)cn1
9) CC1CCN(C(=O)c2ccc(NC(=O)c3cccs3)cc2)CC1
20) CCOc1ccc(C2C(C(=O)O)CCC(=O)N2C2CCCCC2)cc1 (configuration not stated)
17) CCNC(=O)CCn1nc(-c2ccc(Cl)cc2)c2ccccc2c1=O
12) COc1cc(/C=N/NC(N)=S)ccc1OCC(=O)Nc1ccc(C)cc1
4) COc1ccc(/C=C(/NC(=O)c2ccccc2)C(=O)N2CCC(C)CC2)cc1
13) CC(C)c1ccc(NC(=O)C2C3C=CC4(CN(Cc5cccnc5)C(=O)C24)O3)cc1 (configuration not stated)
entry no.,18,8,10,11,7,15,9,20,17,12,4,13
CHT allo act,i,i,i,i,i,i,i,i,i,i,i,i
OX1R antagonist,-8,0,-8,23,0,-7,-9,-8,-8,-2,-16,-11

6) Cc1cc(C)cc(NC(=O)c2ccc(NC3=NC4CS(=O)(=O)CC4S3)cc2)c1 (configuration not stated)
5) CCC/C=C(\CCC)C(NS(=O)(=O)c1ccc(C(F)(F)F)cc1)c1ccccc1 (configuration not stated)
entry no.,6,5
CHT allo act,i,i
OX1R antagonist,-11,-23

(listing goes on)
21) O=C(Cn1c(-c2ccccc2)noc1=O)Nc1ccc(S(=O)(=O)N2CCOCC2)cc1
22) CC(C)(C)NC(=O)c1cc2c(ccc3ccccc32)oc1=O
23) CCCNC(=O)c1cnc(Sc2ncc(C(F)(F)F)cc2Cl)n1C
24) COC(CNC(=O)C(=O)Nc1cc2c3c(c1)CC(=O)N3CCC2)OC
25) Cc1nn(-c2ccccc2)c(C)c1NC(=O)COC(=O)CCCOc1ccccc1
26) Clc1nc(Nc2ccccc2)nc(Nc2ccccc2)n1
27) O=C(NCc1c[nH]c2ccccc12)c1ccccc1
28) O=C(CSc1ncc(-c2ccc(F)cc2)[nH]1)Nc1cccc(O)c1
29) CC(C)N1CCN(Cc2cccn2-c2ccccn2)CC1CCO (configuration not stated)
30) CCCN1CCN(CCCNC(=S)Nc2ccc(OC)cc2)CC1
entry no.,21,22,23,24,25,26,27,28,29,30
CHT allo act,i,i,i,i,i,i,i,i,i,i
OX1R antagonist,13,-49,-25,-22,-14,-31,-16,4,-23,-18

31) Cc1ccc(S(=O)(=O)N(C)CC(=O)NC2CC(C)(C)NC(C)(C)C2)cc1
32) COc1ccc(C(=O)N2CCN(CCCc3ccccc3)CC2)cc1OC
33) CC(=O)c1c(COC(=O)c2ccccc2Cl)nc2ccccc2[n+]1[O-]
34) CCOc1cc(/C=N/NC(=O)c2cccs2)ccc1OC(=O)N1CCOCC1
35) O=C(NC1CCCCC1)N(Cc1nc2ccccc2c(=O)[nH]1)C1CCCC1
36) O=C(Cc1ccc([N+](=O)[O-])cc1)N1CCN(c2ccc([N+](=O)[O-])cc2)CC1
37) Cc1ccc(S(=O)(=O)CC(=O)Nc2nc3ccc(S(N)(=O)=O)cc3s2)cc1
38) Cc1ccc(OCc2nc(-c3ccccc3)no2)c(C)c1
39) Clc1ccc(Oc2ncnc3oc(-c4ccccc4)cc23)cc1
40) C[C@H](CO)N1C[C@H](C)[C@@H](CN(C)Cc2ccc(C(=O)O)cc2)Oc2c(cccc2N(C)C)C1=O
entry no.,31,32,33,34,35,36,37,38,39,40
CHT allo act,i,i,i,i,i,i,i,i,i,·
OX1R antagonist,-16,-25,-36,-11,-10,-1,-2,-23,-6,8

41) CC(C)CC(=O)Nc1ccc(OCC(=O)O)cc1
42) Cc1cc(C)cc(NC(=O)COC(=O)CCC2CCCC2)c1
43) Cn1c(=O)c2c(-c3ccccc3)n(Cc3cccnc3)cc2n(C)c1=O
44) O=C(NN=Cc1c(O)ccc2ccccc12)c1ccc2c(c1)OCO2
45) COc1ccc(C(=O)NNC(=O)C(=O)NCc2ccccc2)cc1
46) NS(=O)(=O)c1ccc(CNC(=S)Nc2ccc(Cl)c(Cl)c2)cc1
47) COC(=O)[C@@H](NC(=O)N(C1CCCCC1)C1CCCCC1)C(C)C
48) CC1(C)Cc2c(cnn2-c2ccc(F)cc2)C(NC(=O)C2CCC2)C1 (configuration not stated)
49) CCCCSc1nc2sc3c(c2c(=O)[nH]1)CCC3
50) CSc1nc2[nH]c3c(c2c2nnnn12)CCCC3
entry no.,41,42,43,44,45,46,47,48,49,50
CHT allo act,i,·,i,·,i,i,i,i,i,i
OX1R antagonist,-15,-4,-4,4,-1,15,-16,-18,-3,0

Some values from above:
no. 1 in OX1R antagonist shows 1
no. 41 in OX1R antagonist shows -15

More compounds:
51) COCCCN1C(=O)C2C(C(=O)Nc3cccc(Cl)c3)C3C=CC2(O3)C1C(=O)NC1CCCCC1 (configuration not stated)
52) CC(=O)c1cc2c(cc1NC(=O)c1ccc(C)cc1)OCO2
53) O=C(COC(=O)c1cccs1)Nc1ccccc1C(F)(F)F
54) CCN(CC)c1nc(Oc2ccc(C(=O)OC)cc2)nc(N2CCOCC2)n1
55) COC(=O)c1ccc(Cl)c(NC(C)=O)c1
56) CCCOC(=O)Nc1sc2c(c1C(=O)OCC)CCC2
57) CCN(c1ccccc1)S(=O)(=O)c1cc(CN2C(=O)c3cccnc3C2=O)ccc1OC
58) CC(C)(C)NC(=O)c1ccccc1-c1nc(-c2ccccc2Cl)no1
59) Cc1cc(=O)oc2cc(OCC(=O)N3c4ccccc4NC(=O)C3(C)C)ccc12
60) Cc1ccc(S(=O)(=O)NCC(=O)N/N=C/c2ccc(Cl)cc2Cl)cc1
entry no.,51,52,53,54,55,56,57,58,59,60
CHT allo act,i,i,i,i,i,i,i,i,·,i
OX1R antagonist,-10,-17,2,-18,1,-23,-24,-37,-40,-11

61) COCCNC(=O)c1ccccc1N(Cc1ccccc1)S(=O)(=O)c1ccc(C)cc1
62) O=C(CSc1nnc(C2COc3ccccc3O2)o1)N1CCCCC1 (configuration not stated)
63) Cc1noc(C)c1S(=O)(=O)N(CC(=O)O)c1ccc2c(c1)OCO2
64) O=C(/C=C/c1ccccc1Cl)c1cccnc1
65) O=C(c1ccc(F)cc1)N1CCN(C2=NS(=O)(=O)c3ccccc32)CC1
66) COc1ccccc1N(C(=O)c1ccco1)C(C(=O)NC1CCCC1)c1ccc(N2CCOCC2)cc1 (configuration not stated)
67) O=C(NC1CCN(S(=O)(=O)c2ccc(F)cc2)CC1)c1cccc(F)c1
68) C=CCn1c(=O)c2c(nc3n2CC(C)CN3CCc2ccccc2)n(C)c1=O (configuration not stated)
69) CCN(CC)c1ccc(NC(=O)CSc2nc3nc(C)cc(C)c3c(=O)[nH]2)cc1
70) CC(=O)C[C@H](O)CC(=O)[C@H]1OC(=O)[C@@H](C)C/C=C\Cc2ccccc21
entry no.,61,62,63,64,65,66,67,68,69,70
CHT allo act,i,i,i,i,i,i,i,i,i,·
OX1R antagonist,-26,-16,0,-13,-1,1,-29,-32,-39,-27

71) Cc1cc(C)cc(NC(=O)CSc2nc3ccccc3nc2N2CCCCC2)c1
72) CCC(=O)Nc1cc(-c2nn(CC(=O)N3CCCCC3)c(=O)c3ccccc23)ccc1N1CCOCC1
73) O=C(O)Cn1c(-c2ccccc2)cc2ccccc21
74) COc1ccc2[nH]c(CN3CCC(CO)(CCOc4ccccc4)CC3)c(C)c2c1
75) CC(C)c1ccc(NC(=O)C2CCCCN2S(=O)(=O)c2ccccc2)cc1 (configuration not stated)
76) CCOC(=O)c1sc(N/N=C/c2cccc(C)c2)nc1C
77) COC(=O)Nc1ccc(S(=O)(=O)Nc2ccc(O)cc2)cc1
78) COC(=O)C(NC(=O)c1ccco1)(Nc1cc(C)ccn1)C(F)(F)F (configuration not stated)
79) Cc1cc(C)cc(C(=O)Nn2cnnc2)c1
80) CCOC(=O)c1nnn(-c2nonc2N)c1-c1ccc(Cl)cc1
entry no.,71,72,73,74,75,76,77,78,79,80
CHT allo act,i,i,i,i,·,i,i,i,i,i
OX1R antagonist,-15,-6,1,-20,14,14,10,-6,-19,-22

81) COc1ccc(N2CCN(C(=O)C(NC(=O)c3c(F)cccc3F)C(C)C)CC2)cc1 (configuration not stated)
82) Cc1cc(C)c[n+](CC(=O)c2ccc(C)c([N+](=O)[O-])c2)c1
83) O=C(NCCc1c[nH]c2ccccc12)C(=O)NCC1OCCCN1S(=O)(=O)c1ccccc1 (configuration not stated)
84) NS(=O)(=O)c1ccc(Nc2ccc3cc(S(=O)(=O)N4CCCCC4)ccc3n2)cc1
85) O=C(N/N=C/c1cccs1)c1cncc(Br)c1
86) Cc1ccc(Oc2ncccc2NC(=O)CC2(CC(=O)O)CCCC2)c2c1CCC2
87) O=[N+]([O-])c1cccc(-c2nnc(-c3ccccc3)o2)c1
88) Cc1cc(NC(=O)CCN2CCC(C)CC2)ccc1Br
89) Clc1cccc(N2CCN(CCNc3nc4ccccc4n4cnnc34)CC2)c1
90) COc1ccc(O)c(/C=N/NC(=O)CSc2nnc(C)n2-c2ccccc2)c1
entry no.,81,82,83,84,85,86,87,88,89,90
CHT allo act,i,i,i,i,i,i,i,i,i,i
OX1R antagonist,-19,-13,-2,-10,-15,-9,-7,·,-26,0

91) CCOC(=O)C1(Cc2cccc(OC)c2)CCCN(C(=O)c2cc(C)on2)C1 (configuration not stated)
92) CC1CN(C(=S)NC(=O)c2ccccc2)CC(C)O1 (configuration not stated)
93) COc1ccc(CN2CCN(Cc3csc(C(C)=O)c3)CC2CCO)c(C)c1C (configuration not stated)
94) COc1ccc(/C=C/C(=O)N2CCCc3ccccc32)cc1
95) Cc1cccc2[nH]c3c(N4CC=C(c5ccc(F)cc5)CC4)ncnc3c12
96) Cc1cccc(C)c1NC(=O)c1c[nH]c2ccccc12
97) O=[N+]([O-])c1cc([N+](=O)[O-])c2nonc2c1Nc1ccc(O)cc1
98) CCN(CC)C(=O)Cn1cc(C(=O)C(=O)N2CC=C(c3ccccc3)CC2)c2ccccc21
99) Cc1nc(CS(=O)(=O)c2ccccc2)cc(Sc2ccccc2Cl)n1
100) Cn1nccc1C(=O)OCC(=O)Nc1ccc(S(N)(=O)=O)cc1
101) O=C(Nc1ccc(Oc2ccccc2)nc1)C1CCCCN1Cc1ccco1 (configuration not stated)
entry no.,91,92,93,94,95,96,97,98,99,100,101
CHT allo act,i,i,i,i,i,i,i,i,i,i,i
OX1R antagonist,-18,3,-39,-6,19,-21,6,-16,18,-1,-21
